# Screens: PubChem BioAssay, National Center for Advancing Translational Sciences (NCATS)
# D2 agonist: HTS Assay for Allosteric Agonists of the Human D2 Dopamine Receptor: Primary Screen for Agonists. activation, % at 2 µM. HEK293 T-REx D2 cells, calcium flux agonist mode. actives 0.53% (n = 340,000). AID 485358, 2010;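 active means activation over 3 SD above normal in the single-dose calcium agonist read, cut at about 30% in these data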; further: 0% is about no effect
#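 HEK293 Trex D2 cells, tetracycline-induced, o/n 30 C 5% CO2; no-wash Ca dye, RT 30–90 min; 10-cycle baseline, 23 nl cpd added, kinetic Ca read 180 s; agonist hits = positive Ca response.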
# D1 PAM: Potentiators of Human D1 Dopamine Receptor: qHTS; HEK293 TREx D1 cells, calcium flux, dopamine EC20 potentiation; potentiation, % at 10 µM; actives 0.036% (n = 360,000); AID 504651, 2011; in the data active means potentiation above about 30%; further: 0% is about no effect
# D2 antagonist: HTS Assay for Allosteric Antagonists of the Human D2 Dopamine Receptor: Primary Screen for Antagonists. D(2) dopamine receptor (Homo sapiens), P14416. HEK293 TREx D2 cells, calcium flux, dopamine EC80. inhibition, % at 10 µM. actives 2% (n = 340,000). AID 485344, 2010; in the data active means inhibition above about 30%; further: 0% is about no effect
#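 Compounds are added to dye-loaded, induced HEK293 T-REx cells coupled to calcium release via D2; after a 3 min kinetic read an EC80 dopamine stimulus is given and fluorescence is recorded for 3 more min.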
# TRHR enhancer: qHTS for Small Molecule Agonists and Allosteric Enhancers of Human TRH Receptor: Primary Screen for Enhancers; TRHR cells, fluo-8 calcium fluorescence, EC20 TRH enhancement; Thyrotropin-releasing hormone receptor (Homo sapiens), P34981; actives 0.66% (n = 360,000); enhancement, % at 2 µM; in the data active means enhancement above about 30%; further: 0% is about no effect
# Target sequence (P34981 whole entry, looked up): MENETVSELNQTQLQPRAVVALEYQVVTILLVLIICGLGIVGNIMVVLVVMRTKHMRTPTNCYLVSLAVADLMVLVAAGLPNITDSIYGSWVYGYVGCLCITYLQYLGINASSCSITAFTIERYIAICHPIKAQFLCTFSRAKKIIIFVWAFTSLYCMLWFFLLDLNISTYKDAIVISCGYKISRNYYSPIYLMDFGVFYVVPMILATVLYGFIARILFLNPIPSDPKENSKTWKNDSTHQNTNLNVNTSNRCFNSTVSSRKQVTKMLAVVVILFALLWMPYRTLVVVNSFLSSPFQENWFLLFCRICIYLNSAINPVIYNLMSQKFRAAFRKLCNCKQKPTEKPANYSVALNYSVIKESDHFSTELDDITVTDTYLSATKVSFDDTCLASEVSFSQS
#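 TRHR-expressing cells loaded with fluo-8 calcium dye were read kinetically (ex 480/em 530) during compound addition, then stimulated with an EC20 of TRH (10 nM final). Enhancement of the Gq-mediated intracellular calcium response was scored.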
# D2 PAM: HTS Assay for Positive Allosteric Modulators of the Human D2 Dopamine Receptor: Primary Screen for Potentiators. D(2) dopamine receptor (Homo sapiens), P14416. HEK293 T-REx D2, calcium flux, EC20 dopamine potentiation. potentiation, % at 10 µM. actives 0.34% (n = 340,000). AID 485347, 2010;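 active means potentiation over 3 SD above the plate norm, cut at about 30% in these data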; further: 0% is about no effect
#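 Calcium flux readout, no-wash dye, 1 read/s. Inducible HEK293 Trex D2 line, overnight 30 C. Compound alone 180 s (agonist flags), then EC20 dopamine, another 180 s to score potentiation.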
# D1 antag: Antagonist of Human D 1 Dopamine Receptor: qHTS. HEK293 TREx D1 cells, calcium flux, dopamine EC80; active compounds read low. D(1A) dopamine receptor (Homo sapiens), P21728. actives 3.2% (n = 360,000). AID 504652, 2011. activity change, negative = inhibition, % at 10 µM; in the data active means activity change below about -30%; further: on the % scale 0 is the no-effect control and ±100 the full control effect
#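 Tetracycline-induced HEK293 T-REx cells with force-coupled D1 receptor were loaded with a no-wash calcium dye. Compound was added after a 10 s baseline and read kinetically for 180 s; EC80 dopamine was then added and calcium flux followed another 180 s.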
# RXFP1 antagonist: qHTS Assay for Antagonists of the Relaxin Receptor RXFP1 | AID 1259400, 2018 | HEK293-RXFP1, relaxin-stimulated cAMP HTRF, 30 min; active compounds read low | Relaxin receptor 1 (Homo sapiens), Q9HBX9 | activity change, negative = inhibition, % at 57.5 µM | actives 0.59% (n = 350,000);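 active means activity change of -60% or lower, but not beyond a set lower limit; inconclusive means change between -60% and -40%, or beyond the set limit; inactive means change above -40%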; further: on the % scale 0 is the no-effect control and ±100 the full control effect
# Target sequence (Q9HBX9 whole entry, looked up): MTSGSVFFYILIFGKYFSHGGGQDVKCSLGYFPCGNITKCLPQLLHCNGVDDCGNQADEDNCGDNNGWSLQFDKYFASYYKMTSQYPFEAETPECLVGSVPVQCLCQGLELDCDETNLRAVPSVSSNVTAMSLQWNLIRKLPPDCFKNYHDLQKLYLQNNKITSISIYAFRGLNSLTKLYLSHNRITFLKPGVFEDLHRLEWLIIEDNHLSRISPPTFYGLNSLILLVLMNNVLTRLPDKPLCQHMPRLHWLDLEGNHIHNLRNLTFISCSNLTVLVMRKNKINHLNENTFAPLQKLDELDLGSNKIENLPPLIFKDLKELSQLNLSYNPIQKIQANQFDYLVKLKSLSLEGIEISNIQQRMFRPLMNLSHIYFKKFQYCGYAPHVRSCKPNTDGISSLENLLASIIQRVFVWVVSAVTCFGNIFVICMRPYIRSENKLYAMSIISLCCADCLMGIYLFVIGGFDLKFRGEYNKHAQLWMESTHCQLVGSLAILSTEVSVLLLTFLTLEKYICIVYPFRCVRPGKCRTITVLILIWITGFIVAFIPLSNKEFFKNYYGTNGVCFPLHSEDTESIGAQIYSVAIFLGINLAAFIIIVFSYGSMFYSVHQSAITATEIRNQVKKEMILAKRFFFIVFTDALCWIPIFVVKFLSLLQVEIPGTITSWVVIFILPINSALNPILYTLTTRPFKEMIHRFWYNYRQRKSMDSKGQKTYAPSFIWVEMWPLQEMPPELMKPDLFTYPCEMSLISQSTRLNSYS
# RXFP1 agonist: qHTS Assay for Agonists of the Relaxin Receptor RXFP1. Potency, µM (titrated, usually from 57.5 µM), for inactives: at the top dose activation, usual class: activators. actives 0.3% (n = 370,000). AID 2676, 2010. HEK293T-RXFP1 cAMP TR-FRET, 30 min; response scale: percent of porcine relaxin response, buffer zero; active means well fitted activation curve with a large enough effect; inconclusive means small, poorly fitted or top-dose-only effect; further: potency means the concentration at half of the fitted maximal effect; on the % scale 0 is the no-effect control and ±100 the full control effect; nearly all actives have a fitted effect of over 60% in size; many of its hits are not listed in these tables
#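 HEK293T cells stably expressing RXFP1 were pretreated with the PDE4 inhibitor Ro 20174, exposed to compounds for 30 min at 37C, lysed, and cAMP was read by TR-FRET. Data normalized to buffer (basal) and 29 nM porcine relaxin (100%).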
# D1 ag: Allosteric Agonists of the Human D1 Dopamine Receptor: qHTS | actives 1% (n = 360,000) | D(1A) dopamine receptor (Homo sapiens), P21728 | activation, % at 2 µM | HEK293 T-REx D1 cells, calcium flux, agonist mode; in the data active means activation above about 30%; further: 0% is about no effect
#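 Inducible HEK293 T-REx D1 cells, force-coupled to calcium signalling, were plated at 4000 cells/well with tetracycline and held overnight at 30 C. After no-wash calcium dye loading, compound-evoked calcium rise over 180 s flagged agonists.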
# The depositor's hits bear a star; ? = inconclusive; nt = no result given; & = joins results of further samples. A portion of the library; rates above refer to the full screens.
[1] Cc1ccccc1-n1c(-c2csc3ccccc23)n[nH]c1=S
[2] CCOC(=O)c1cc2c(=O)n3ccccc3nc2n(C)c1=NC(=O)c1cc2ccccc2o1
[3] CCOCCCNC(=O)Cc1cc(=O)[nH]c(=O)[nH]1
[4] Cc1ccc(/C=C2\SC(=S)N(CCC(=O)N3CCOCC3)C2=O)cc1
[5] COc1ccc(NC(=O)CC2C(=O)N(C)C(=S)N2CCc2ccccc2F)cc1 (stereo not given)
[6] CC1=CC(C)(C)N2C(=O)C3(C(C#N)=C(N)OC4=C3C(=O)CCC4)c3c(C)c(C)cc1c32 (stereo not given)
Assay by compound	1	2	3	4	5	6
TRHR enhancer	9.3	2.2	-7.1	1.3	10.9	-8.2
D2 agonist	-1.2	nt	0.4	0.0	2.2	0.9
D1 antag	5.6	-0.9	-0.4	2.4	-8.4	-9.3
RXFP1 agonist	0.6%	0.5%	0.5%	-1.2%	3.3%	0.0%
D1 PAM	-5.2	-1.6	-3.0	9.6	-0.7	-0.8
D2 PAM	-12.6	10.8	-14.3	7.9	-7.4	-3.6
D2 antagonist	13.7	nt	4.2	7.1	7.5	9.9
RXFP1 antagonist	-30.2	-2.1	-3.3	1.1	-9.3	-2.7
D1 ag	1.1	-0.7	1.7	0.4	7.3	2.3

[7] CC1(C)NC(=O)N(CC(=O)OCC(=O)Nc2cccc(S(N)(=O)=O)c2)C1=O
[8] CN(C)CCCNC(=S)N1CCN(c2nc(-c3ccccc3)cs2)CC1
[9] Cc1cc(C)cc(C(=O)Nc2cccnc2Cl)c1
[10] O=C(Cc1ccccc1)N1CCN=C1SCc1cccc([N+](=O)[O-])c1
[11] Cc1sc(NC(=O)/C=C/C(=O)O)c(C(N)=O)c1-c1ccc(C(C)(C)C)cc1
[12] Cc1noc(C)c1S(=O)(=O)N1CCCN(C(=O)/C=C/c2ccccc2F)CC1
Assay by compound	7	8	9	10	11	12
TRHR enhancer	-0.8	9.5	-2.0	31.3*	-0.7	-0.8
D2 agonist	0.6	-0.5	nt	-1.8	0.0	0.7
D1 antag	-5.5	-48.0*	19.6	-23.0	7.6	-4.4
RXFP1 agonist	0.6%	-0.1%	2.8%	1.5%	0.0%	1.0%
D1 PAM	-1.1	-18.7	-0.1	-4.3	-2.0	-2.9
D2 PAM	6.2	-9.5	14.7	-6.9	-5.1	7.9
D2 antagonist	12.6	-15.8	nt	6.3	-6.9	0.3
RXFP1 antagonist	-5.4	-13.7	nt	-11.6	5.0	-12.2
D1 ag	-0.5	32.3*	1.1	-0.1	2.2	0.6

[13] CCC(C)NC(=O)C(NS(=O)(=O)c1ccc2c(c1)c(=O)n(C)c(=O)n2C)c1ccccc1 (stereo not given)
[14] CC(=O)N1CCc2c(sc3c2c(=O)n(CCc2ccccc2)c(=O)n3CC(=O)Nc2ccc(C)c(F)c2)C1
[15] Cc1cc(Br)c(S(=O)(=O)NCc2ccncc2)cc1C
[16] Cc1ccc(F)cc1NC(=O)CSc1nnc(CNC(=O)c2ccco2)n1C
[17] COc1ccc(/C=C/c2nc(-c3ccccc3O)n(-c3ccccc3)n2)cc1OC
[18] Cc1nc(NS(=O)(=O)c2ccccc2)sc1C(=O)NN
Assay by compound	13	14	15	16	17	18
TRHR enhancer	8.0	5.4	1.3	1.7	-8.4	5.8
D2 agonist	nt	0.6	0.0	0.0	nt	nt
D1 antag	-2.1	6.7	-14.1	-6.5	-0.6	4.5
RXFP1 agonist	-0.9%	-0.1%	2.4%	-1.0%	0.7%	-0.4%
D1 PAM	0.2	2.5	-4.0	1.1	1.3	-1.2
D2 PAM	nt	2.6	-22.0	-4.7	-26.1	nt
D2 antagonist	nt	nt	9.4	-6.4	nt	nt
RXFP1 antagonist	nt	nt	-13.4	-1.4	?	-20.5
D1 ag	0.6	2.9	5.7	0.9	2.9	0.7

[19] NC(=S)N=Nc1ccc(NN=C(N)N)cc1
[20] Cc1ccc(C)n1-c1sccc1C(=O)O
[21] COc1ccccc1NC(=O)c1nn(-c2ccc(F)c(F)c2)ccc1=O
[22] Nc1cc(=O)[nH]c(SCC(=O)Nc2ccc(F)c(Cl)c2)n1
[23] CCOc1cc(N2CCOCC2)c(OCC)cc1NC(=O)Cn1[nH]c(=O)c2ccccc2c1=O
[24] COC(=O)CSc1nnc(CNc2ccc(F)cc2)o1
Assay by compound	19	20	21	22	23	24
TRHR enhancer	0.2	3.8	-3.1	5.0	-1.3&-1.6	4.1
D2 agonist	nt	0.5	-0.3	-0.6	0.5&1.1	0.5
D1 antag	8.5	-0.4	-7.3	-28.7	-2.2&-6.0	-20.4
RXFP1 agonist	-3.7%	2.5%	0.1%	1.4%	2.7%&3.0%	-0.9%
D1 PAM	0.1	-1.0	-0.2	-6.0	2.5&0.3	-2.1
D2 PAM	0.0	3.3	-5.2	-14.7	-4.0&8.1	3.1
D2 antagonist	nt	2.0	-2.9	1.0	-9.5&-4.2	10.9
RXFP1 antagonist	nt	0.4	-1.5	10.0	-12.0	1.8
D1 ag	4.4	0.7	1.4	2.1	1.4&-0.6	2.3

[25] CCOc1ccccc1NC(=O)CCN(c1ccc(C)cc1)S(=O)(=O)c1ccccc1
[26] Cc1ccc(S(=O)(=O)NCCNC(=O)C2CCCNC2=O)cc1 (stereo not given)
[27] CCOC(=O)C1/C(=N\O)CC(C)(O)C(C(=O)OCC)C1c1ccc(OC)c(OC)c1 (stereo not given)
[28] CC(C)COC(=O)C(N)C(C(=O)OCC(C)C)c1ccccc1 (stereo not given)
[29] O=C(CSc1ccc([N+](=O)[O-])cn1)Nc1ccc2c(c1)OCCO2
[30] CCOC(=O)c1c(C)[nH]c(C)c1S(=O)(=O)N(C)CC(=O)Nc1ccc(C)cn1
Assay by compound	25	26	27	28	29	30
TRHR enhancer	4.5	3.0	0.7	-1.0	-3.4	6.3
D2 agonist	1.0	-1.0	0.9	-0.2	-1.2	-3.7
D1 antag	11.6	-46.4*	-2.5	-34.5*	nt	-22.6
RXFP1 agonist	2.5%	2.7%	1.9%	2.6%	1.0%	4.2%
D1 PAM	-0.2	-3.1	3.4	-4.6	-4.3	-3.6
D2 PAM	-1.0	3.2	6.1	6.5	-10.6	-0.2
D2 antagonist	-2.3	-22.6	-1.6	-36.4	-16.8	-8.8
RXFP1 antagonist	nt	1.4	-4.7	-3.2	8.9	-4.9
D1 ag	4.0	5.3	3.3	1.7	-1.0	-0.4

[31] Cc1ccc(C(=O)NCCN2C3=NC[C@@H](Cc4ccccc4)N3C[C@H]2Cc2ccc(O)cc2)cc1Br
[32] COc1ccc(C2CC2/C(C)=N/OC(=O)C2CC2)cc1 (stereo not given)
[33] Nc1ncc2c(n1)-c1ccccc1CC2
[34] COc1ccc(S(=O)(=O)N(c2onc(C)c2Cl)S(=O)(=O)c2ccc(OC)cc2)cc1
[35] O=S(=O)(/N=C(/Nc1ccccc1)c1ccccc1)c1cccs1
[36] COc1ccc(-n2c(=O)c3ccccc3n(CC(=O)Nc3cccc(OC)c3)c2=O)cc1
Assay by compound	31	32	33	34	35	36
TRHR enhancer	-1.3	18.9	22.7	-0.8	1.2	-3.0
D2 agonist	-0.1	4.9	-0.1	0.1	-1.9	0.1
D1 antag	-14.0	-0.1	-0.2	-1.1	-2.6	-3.1
RXFP1 agonist	-0.9%	-2.2%	4.2%	4.0%	-3.4%	0.6%
D1 PAM	-5.8	1.5	-2.3	-0.7	1.8	-11.8
D2 PAM	-21.1	13.6	-2.0	7.9	0.2	6.2
D2 antagonist	68.1*	13.7	-10.4	3.7	10.2	-9.2
RXFP1 antagonist	nt	8.6	2.4	7.4	3.8	6.2
D1 ag	-3.8	7.7	2.5	2.2	0.2	2.0

[37] Cc1cc(NC(=O)c2ccc(S(=O)(=O)N(C)C)cc2)no1
[38] Cc1ccc(SC[C@H](Cc2ccccc2)N2CC[C@@H](C)CCC2=O)cc1
[39] CCCSc1nc(O)c(C(c2ccc(OC)c(O)c2)c2c(O)nc(SCCC)n(C)c2=O)c(=O)n1C
[40] COC(=O)NNC(=O)COc1ccc2ccccc2c1Br
[41] Cc1cc(C)nc(N(C#N)CC(=O)c2ccccc2)n1
[42] O=C(Cn1cncn1)c1ccccc1Br
[43] O=C(Cn1cc(S(=O)(=O)N2CCCC2)c(S(=O)(=O)N2CCCC2)c1)Nc1cccc(F)c1
[44] O=C1C2CCCCN2C(=O)N1CCN1CCN(c2ccc([N+](=O)[O-])cc2)CC1 (stereo not given)
Assay by compound	37	38	39	40	41	42	43	44
TRHR enhancer	-0.8	-11.2	3.6	0.0	2.6	43.7*	-6.5	-0.8
D2 agonist	3.1	-0.4	1.6	-0.6	-0.6	0.5	-0.2	-0.1
D1 antag	1.6	-1.4	-16.1	-6.5	-9.2	1.5	-3.6	-32.7*
RXFP1 agonist	0.4%	2.8%	0.6%	4.1%	3.1%	1.4%	-2.5%	3.6%
D1 PAM	-4.8	-7.9	3.8	-1.4	-0.8	0.3	-4.7	6.0
D2 PAM	0.8	10.5	4.1	10.9	3.4	6.0	-3.3	-3.3
D2 antagonist	-8.2	-16.2	-14.5	5.2	6.7	-7.7	nt	-7.5
RXFP1 antagonist	-12.4	nt	-26.0	0.5	-29.5	3.9	-4.1	0.7
D1 ag	0.2	13.0	3.3	3.9	2.4	0.6	0.3	7.3

# A draw from above in order of number of heavy atoms, smallest number first:
[42] O=C(Cn1cncn1)c1ccccc1Br
[41] Cc1cc(C)nc(N(C#N)CC(=O)c2ccccc2)n1
[40] COC(=O)NNC(=O)COc1ccc2ccccc2c1Br
[38] Cc1ccc(SC[C@H](Cc2ccccc2)N2CC[C@@H](C)CCC2=O)cc1
[43] O=C(Cn1cc(S(=O)(=O)N2CCCC2)c(S(=O)(=O)N2CCCC2)c1)Nc1cccc(F)c1
Assay by compound	42	41	40	38	43
TRHR enhancer	43.7*	2.6	0.0	-11.2	-6.5
D2 agonist	0.5	-0.6	-0.6	-0.4	-0.2
D1 antag	1.5	-9.2	-6.5	-1.4	-3.6
RXFP1 agonist	1.4%	3.1%	4.1%	2.8%	-2.5%
D1 PAM	0.3	-0.8	-1.4	-7.9	-4.7
D2 PAM	6.0	3.4	10.9	10.5	-3.3
D2 antagonist	-7.7	6.7	5.2	-16.2	nt
RXFP1 antagonist	3.9	-29.5	0.5	nt	-4.1
D1 ag	0.6	2.4	3.9	13.0	0.3
